Wnt act: activators of Wnt/beta-catenin signaling; actives 1.2% (n = 300,000); Wnt/beta-catenin reporter cell assay, activator, plate reader; activation, % at 9.35 µM; in the data active = activation above about 30%, passing the limit was not always enough; inconclusive = no clear call, values can overlap the other calls;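 also: 0% = neutral control wells and 100% = positive control wells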
CDK5 p35 inh: inhibitors of human CDK5/p35 kinase; inhibition, % at 10 µM; AID 488839; Q00535+Q15078; actives 0.01% (n = 330,000); Recombinant CDK5/p35, ADP-Glo luminescence, 60 min;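 active = highest replicate inhibition of at least 50% and at least 75% of replicates reaching 50%; inconclusive = only one of the two criteria met; inactive = both criteria failed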;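 also: plate controls were DMSO neutral control for no effect and GW8510 at 10 µM for full effect; many of its hits are not listed in these tables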
CAL PDZ FP-1: blocks peptide binding to the human CAL PDZ domain; actives 0.92% (n = 300,000); AID 602252; purified CAL PDZ, TMR-peptide fluorescence polarization, 1 h; inhibition, % at 24.9 µM;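 active = mean inhibition of at least 30% with at least half of replicates also reaching 30%; inconclusive = no clear call, values can overlap the other calls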;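 also: 0% = DMSO neutral control and 100% = excess unlabeled competitor peptide PRC23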
V-ATPase pHluor: regulators of yeast V-ATPase proton transport | S. cerevisiae, pHLuorin cytosolic pH fluorescence | response, % at 10 µM | actives 0.37% (n = 350,000) | AID 504577; in the data active = response mostly above about 7.3%, no sharp cut-off; inactive = mostly below about 5.4%; also: actives read high; inactives centre near 0; some compounds called inactive have numbers as strong as hits; reference of the scale not given here
Tat export inh: E. coli Tat transport inhibition. E. coli MC4100 TorA-mCherry Tat export, fluorescence. inhibition, % at 10 µM. actives 0.036% (n = 340,000);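 active = mean replicate inhibition at least 50% and at least half of replicates individually reaching 50%; inconclusive = only one of the two criteria met; inactive = neither criterion met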;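 also: exported cargo escapes ClpAP degradation while cytoplasmic cargo is degraded and loses fluorescence; 0% = median of neutral control wells and 100% = median of NaSCN control wells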
MITF TRPM1 HTS: MITF TRPM1 promoter activation in melanoma cells. actives 0.75% (n = 300,000). SK-MEL-5 TRPM1-promoter luciferase, 24 h; % of positive control, neutral wells = 0. activation, % at 12.5 µM. AID 588334;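 active = mean activation of at least 80% with every replicate also reaching 80%; inconclusive = mean reaches 80% but some replicate falls short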;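 also: 0% = neutral control wells and 100% = parthenolide positive control wells; values of inactives mirror those of a sister screen read the other way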
Rtt109 HAT inh: C. albicans Rtt109 histone acetyltransferase inhibition. inhibition, % at 34.9 µM. actives 0.16% (n = 330,000). purified Rtt109/Vps75, ThioGlo CoA-SH fluorescence, 4 h. Q5AAJ8;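 active = inhibition of at least 50% in every replicate; inconclusive = best replicate reaches 50% inhibition but some replicates fall short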
Target sequence (Q5AAJ8 whole entry, looked up): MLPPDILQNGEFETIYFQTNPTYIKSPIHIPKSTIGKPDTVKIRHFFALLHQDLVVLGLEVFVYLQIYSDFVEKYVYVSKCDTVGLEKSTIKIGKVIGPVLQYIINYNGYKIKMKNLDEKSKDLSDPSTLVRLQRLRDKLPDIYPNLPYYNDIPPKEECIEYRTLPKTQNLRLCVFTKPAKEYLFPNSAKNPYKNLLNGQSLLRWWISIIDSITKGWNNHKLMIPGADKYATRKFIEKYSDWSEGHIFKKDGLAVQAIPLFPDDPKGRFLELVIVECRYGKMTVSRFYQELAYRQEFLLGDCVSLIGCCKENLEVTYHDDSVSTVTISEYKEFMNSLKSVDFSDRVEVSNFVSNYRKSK
dFosB act: activators of mouse delta FosB homodimer. P13346. purified delta FosB, TAMRA-CDK5 oligo fluorescence polarization; percent of positive-control signal above neutral wells. activation, % at 25 µM. actives 0.99% (n = 340,000). AID 493131;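 active = mean activation above about 17%, with every replicate also reaching it, limit read from the data, passing the limit was not always enough; inconclusive = only one of the two conditions met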;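 also: fluorescence polarization rise as delta FosB binds a TAMRA Cdk5 AP-1 oligo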
Target sequence (P13346 whole entry, looked up): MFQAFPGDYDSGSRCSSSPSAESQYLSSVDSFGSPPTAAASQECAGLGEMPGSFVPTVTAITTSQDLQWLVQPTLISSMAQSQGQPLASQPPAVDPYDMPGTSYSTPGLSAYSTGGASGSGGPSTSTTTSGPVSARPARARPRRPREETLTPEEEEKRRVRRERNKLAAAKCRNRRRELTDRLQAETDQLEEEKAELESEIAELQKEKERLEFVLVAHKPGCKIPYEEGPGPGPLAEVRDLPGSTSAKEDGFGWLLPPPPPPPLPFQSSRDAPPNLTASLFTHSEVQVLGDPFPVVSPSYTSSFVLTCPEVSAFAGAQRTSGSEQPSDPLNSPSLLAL
RTF Ca sens act: increases calcium sensitivity of human cardiac regulated thin filaments | P19429+P45379 | IANBD-labeled TnC RTF fluorescence at EC20 calcium; 0% EC20 calcium, 100% full calcium | activation, % at 7.2 µM | actives 0.24% (n = 340,000) | AID 493008;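 active = activation above the mean over all tested compounds plus 3 SD, cut at about 30% in these data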;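 also: rise in fluorescence read as greater calcium sensitivity of cardiac thin filaments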
CAL PDZ FP-2: human CAL PDZ-peptide interaction inhibition. inhibition, % at 20 µM. AID 504414. actives 0.02% (n = 330,000). purified CAL PDZ, TMR-peptide fluorescence polarization, 1 h. Q9HD26;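 active = highest replicate inhibition of at least 40%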;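 also: plate controls were DMSO neutral control wells for no effect and unlabeled competitor peptide control wells for full effect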
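Material: tagged CAL PDZ domain; buffer or medium: 25 mM sodium phosphate pH 7.4, 150 mM NaCl, TCEP, IgG, Thesit; compound dosing: single point, 20 µM; schedule: 1 h incubation at room temperature before polarization reading; measured by: FP readout, S and P plane fluorescence; read-out basis: percent inhibition from loss of millipolarization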
Numbers without * were called inactive; ? = inconclusive; · = no result given.

SMILES	Wnt act	CDK5 p35 inh	CAL PDZ FP-1	V-ATPase pHluor	Tat export inh	MITF TRPM1 HTS	Rtt109 HAT inh	dFosB act	RTF Ca sens act	CAL PDZ FP-2
CC1(C)Oc2ccc(C(=O)N/N=C/c3ccc(O)cc3)cc2NC1=O	-2	0.6	-7	1	-3	-9	15	4	-1	-4.0
CN(CCCC1CCCC1)C(=O)CC1C(=O)NCCN1Cc1ccc(F)cc1 (stereo unspecified)	1	0.4	41*	-3	1	2	1	-4	-1	-2.0
O=C(Nc1cccnc1)c1c(F)c(F)c(F)c(F)c1F	·	-1.0	-4	0	-1	-1	-2	-7	5	-0.1
Nc1ncnc2nc(SCCC(=O)O)[nH]c12	5	-2.4	-2	-1	1	-4	-5	-4	-3	0.6
COc1cc(NC(=S)NCc2ccco2)cc(OC)c1OC	·	0.1	-4	4	4	-18	0	2	0	0.6
O=C(Nc1ccc2oc(-c3ccccc3)nc2c1)c1cccnc1	·	-1.1	-1	-1	-9	?	-9	-10	-2	-4.0
C=CC(=O)NC(C)(C)CCN1CCOCC1	-1	-0.6	-4	2	5	1	13	1	-4	-1.8
COCCCNC(=O)CC1C[C@H](C(=O)N2CCCCC2)[C@@]2(C)c3[nH]c4ccc(OC)cc4c3CCN2C1=O (stereo partly specified)	-1	11	1	2	-2	11	-6	-5	1	-1.2
Cn1cccc1C(=O)NC(=O)COC(=O)c1ccccc1O	0	-1.1	-10	-1	3	1	1	2	3	-7.6
CCCOc1ccc(/C=C/C(=O)OCC(=O)N(C)c2c(N)n(Cc3ccccc3)c(=O)[nH]c2=O)cc1OCC	3	-0.3	0	-2	-3	-12	4	6	-1	-1.4
COc1ccc(/C=N/n2cnc3c([nH]c4ccc(C)cc43)c2=O)cc1CN1CCCC1	-3	-0.1	-6	4	-7	-80	4	42*	2	-0.6
CC(C)C(C)(C#N)NC(=O)CSc1nnc(-c2ccncc2)n1Cc1ccccc1 (stereo unspecified)	0	0.7	35*	-1	-4	2	1	-6	1	-1.3
CCCCn1c(=N)n(CC(=O)c2ccc(Br)s2)c2ccccc21	1	0.7	-2	0	5	-90	3	-28	-2	-4.0
Cc1ccc(S(=O)(=O)N2CCCCC2)cc1NC(=O)COC(=O)C1(C)CC1(Cl)Cl (stereo unspecified)	0	-0.6	67*	0	3	-14	3	-11	-4	-0.1
CCOC(=O)CCSc1nc(N2CCOCC2)c2c(c1C#N)CC(C)(C)OC2	-1	0.0	0	-3	-7	12	8	-5	-8	-1.8
COc1ccc(S(N)(=O)=O)cc1C(=O)NC1CCCc2ccccc21 (stereo unspecified)	0	-0.5	-5	-2	-1	-6	1	-8	-1	-3.1
Cc1c(NC(=O)c2ccc(S(=O)(=O)N(C)C)cc2)cccc1-n1cnnn1	2	-4.1	-1	-2	8	-4	-4	-12	2	-0.7
Cc1nc(N)sc1-c1csc(Nc2cccc(C(=O)O)c2)n1	0	-6.2	-5	-6	-1	·	-2	-22	0	-0.8
C=CCNC(=O)c1onc(CSc2ccccc2)c1C(=O)NCC=C	2	0.6	2	4	-4	-1	-2	4	-3	-0.9
O=C(CN1CCCCCC1)Nc1ccc(F)c(F)c1	·	-0.3	-1	3	-5	-6	6	-6	0	0.0
Cc1c(CCC(=O)NCCCCCC(=O)O)c(=O)oc2cc3occ(-c4ccccc4)c3cc12	2	1.1	-6	3	7	-3	2	-37	-6	-3.3
CCOc1ccc2nc(SCC(=O)N3CCCc4ccccc43)sc2c1	-4	0.2	-9	0	15	-5	-5	-5	1	-1.4
CCN1C(=O)N(C(C)=O)C2C1N(C(C)=O)C(=O)N2C(C)=O (stereo unspecified)	-2	-2.9	-5	-2	-7	-15	9	2	0	-0.9
CCC1CN(C(=O)N2CCC(C(=O)Nc3ccccc3F)CC2)c2ccccc2O1 (stereo unspecified)	0	2.6	-3	-1	0	-7	2	-7	-5	-0.8
COc1ccccc1CC(=O)N(Cc1ccccc1)c1ccc(C)cc1	-1	0.1	-2	1	6	25	-3	-11	4	-0.9

Other structures:
SMILES	Wnt act	CDK5 p35 inh	CAL PDZ FP-1	V-ATPase pHluor	Tat export inh	MITF TRPM1 HTS	Rtt109 HAT inh	dFosB act	RTF Ca sens act	CAL PDZ FP-2
O=C(NCc1ccccc1)C(=O)NCC1OCCN1C(=O)c1cccs1 (stereo unspecified)	1	0.3	1	0	-4	-1	-1	1	1	0.2
COc1ccc(CCNC(=O)CSCC(=O)Nc2ccccc2)cc1OC	0	0.2	-4	-5	2	-6	4	-4	1	-0.1
CN(C)S(=O)(=O)c1cc(C(=O)NCCCn2ccc3ccccc32)ccc1Cl	-7	1.9	0	2	-11	-16	14	-4	-2	-0.8
O=C(Nc1ccccn1)C(F)(F)C(F)(F)C(F)(F)C(F)(F)C(=O)Nc1ccccn1	-2	-0.9	·	-1	-1	3	12	1	-10	-0.6
Cc1c(C(=O)Nc2ccc(Oc3ccccc3)cc2)sc2nc3n(c(=O)c12)CCC3	·	0.3	-3	1	12	0	7	1	-1	-0.8
COc1ccccc1/C=C(/C(=O)OCC(=O)NCc1ccccc1)c1ccccc1	-4	0.3	-2	-1	-1	-5	·	-8	4	-2.8
Cn1nnnc1Sc1ncnc2scc(-c3ccc(-c4ccccc4)cc3)c12	2	0.3	1	3	-4	-13	2	6	-2	-0.5
Nc1cc(=O)[nH]c(=O)n1-c1ccc(Cl)cc1	-2	0.4	-3	-1	13	-1	1	8	5	-0.2
C[N+]1(CC(=O)OC2CCCCCCCCCCC2)CCCC1	2	-1.5	97*	2	2	7	7	-1	3	-0.7
COc1ccc(-c2noc(CN(C)S(=O)(=O)c3ccccc3)n2)cc1OC	10	1.0	-2	6	-4	-9	-3	-6	-2	·
O=C(Cc1ccccc1[N+](=O)[O-])NCCCN1CCOCC1	-1	-1.5	-1	0	-3	-6	1	-2	-4	-1.6
CSc1ccc(C#N)cc1NC(=O)c1ccc(Cl)cc1	-2	0.2	0	-2	-11	1	-6	0	-4	-1.2
Cc1[nH]c2ccccc2c1C(=O)C(C)OC(=O)c1ccccc1NCCO (stereo unspecified)	-7	-0.6	2	1	0	0	-3	-10	4	-0.4
COc1ccc(N2C(=O)CC(Sc3ncn[nH]3)C2=O)c(OC)c1 (stereo unspecified)	·	0.5	4	4	2	-4	1	0	-4	0.5
O[C@@H](c1cc(C(F)(F)F)nc2c(C(F)(F)F)cccc12)[C@H]1CCCCN1	-1	3.0	1	3	?	-3	-2	-151	3	-0.6
O=C(Nc1ccccn1)c1cccc(S(=O)(=O)N2CCOCC2)c1	·	-1.9	·	1	28	1	3	1	-1	-0.4
Cc1ccc(SCc2c(C(=O)N/N=C/c3cccnc3)nnn2-c2nonc2N)cc1	-1	-0.6	-2	0	4	-5	-3	-13	-5	-4.6
COc1cccc(CNC(=O)CN(c2cc(C)cc(C)c2)S(=O)(=O)c2c(C)noc2C)c1	-7	1.6	-6	-2	-1	3	26	-8	3	-0.6
COc1ccccc1NC(=O)CSC1=NC(=O)C(Cc2ccccc2)C(=O)N1 (stereo unspecified)	1	-2.1	·	2	6	1	12	-5	-6	-1.1
C/C=C1\COC(C(=O)NCc2ccccc2)(C(F)(F)F)C=C1C=C1CCCCC1 (stereo unspecified)	0	-0.2	-4	6	-2	4	1	4	-6	-0.9
O=C(NCCOc1ccccc1)C1CCC(=O)N(CCCN2CCOCC2)C1 (stereo unspecified)	1	1.2	-2	3	0	0	-4	-2	-3	-2.3
Cc1cccc(N2CC(O)(c3cccs3)[N+]3=C2CCCC3)c1 (stereo unspecified)	-2	1.2	5	1	0	3	0	-3	2	0.5
CCOc1ccc2nc(N/C(N)=N/S(C)(=O)=O)nc(C)c2c1	4	0.6	-16	-5	-6	74	5	-5	8	-1.2
CCCCCN(C(=O)CCC(=O)OCC(=O)N1CCCCC1)c1c(N)n(CCCC)c(=O)[nH]c1=O	-2	-0.6	-1	-2	-4	-6	0	-9	4	-2.6
Cc1cc(OCC(=O)OCC(=O)NCC2CCCO2)ccc1Cl (stereo unspecified)	-2	-7.3	-1	-3	3	2	3	-1	2	-1.0
COc1ccc(-c2cc(=O)c3ccc(O)cc3o2)cc1	3	-0.2	0	5	-2	?	-6	-13	9	-2.0
O=C1NC(=O)c2cc([N+](=O)[O-])cc3cccc1c23	0	-0.3	-1	-7	-15	-23	17	-1	-5	-0.7

Bioassay records: PubChem, several laboratories
